mouse EphA4 binding – EphA4 ligand-binding antagonists – biochemical, colorimetric, mouse EphA4, primary screen (AID 689) | 0.1% of 62,000 active | EphA4-AP binding to KYL peptide, pNPP A405; higher % means a stronger effect | inhibition, % at 10 µM, or IC50 in µM where a hit was titrated; in the data active = a potency from the dose series; inactive = the rest, 99 in 100 with inhibition below about 22%
An asterisk follows results filed as active.

Molecule	mouse EphA4 binding
Cc1ccc2c(C)nc(Nc3nc(CSc4nc5ccccc5[nH]4)cc(=O)[nH]3)nc2c1	-4%
Cc1ccc(S(=O)(=O)N/N=C\c2ccccc2OCc2ccccc2)cc1	9%
Cc1cccc(N2CCN(C(=O)CCNC(=O)Cn3ccc4ccccc4c3=O)CC2)c1C	-9%
O=C(NCC(=O)N(c1cccc(F)c1)C(C(=O)NCC1CCCO1)c1ccccc1)c1ccco1 (stereo not drawn)	-2%
O=C1c2ccccc2C(=O)c2c1oc(C(F)(F)F)c2C(=O)c1ccccc1	1%
O=C(NC(=S)Nc1ccc(Cl)cn1)c1cccs1	-3%
Clc1ccc(CSc2nnc(-c3cccnc3)n2Cc2ccco2)c(Cl)c1	-1%
CC(Oc1ccc2ccc(=O)oc2c1)C(=O)c1ccccc1 (stereo not drawn)	-10%
O=C1c2ccccc2NC(c2ccc(O)cc2)N1c1ccccc1 (stereo not drawn)	-9%
Cc1ccc2c(c1)NC(=O)c1cccnc1N2	-12%
COc1ccccc1NC(=O)c1c(NC(=O)c2cc([N+](=O)[O-])ccc2Cl)sc2c1CCCC2	-14%
Cc1ccc(C(=O)O/N=C/c2c(N3CCOCC3)n(C)c3ccccc23)cc1	-8%
COCCNc1nc2c(c(=O)n(C)c(=O)n2C)n1Cc1cccc(C)c1	-8%
C[C@H](NC(=O)Cn1cncn1)c1ccccc1	-1%
CCn1c(SC(C)C(=O)O)nnc1-c1cccnc1 (stereo not drawn)	-17%

Brought forward from above: 2 entries; new compounds follow.
Molecule	mouse EphA4 binding
C[C@H](NC(=O)Cn1cncn1)c1ccccc1	-1%
CCn1c(SC(C)C(=O)O)nnc1-c1cccnc1 (stereo not drawn)	-17%
COc1ccc(CC(=O)NCc2cccs2)cc1OC	6%
Cn1c(C(=O)NCCc2c[nH]c3ccccc23)cc2sccc21	-10%
CCN(CC)CCN1C(=O)c2ccccc2NC1c1ccc(F)cc1 (stereo not drawn)	-14%
COc1ccc(NC(=O)c2cncc(Br)c2)c(OC)c1	1%
COc1cccc(NC(=O)C2c3cc(OC)c(OC)cc3C(=O)N(C)C2c2cccnc2)c1 (stereo not drawn)	6%
CCOC(=O)CCc1c(C)c2ccc(OCc3cc([N+](=O)[O-])ccc3OC)cc2oc1=O	-5%
Cc1ccc(C(=O)N(Cc2ccc3c(c2)OCO3)Cc2nc3ccccc3c(=O)[nH]2)cc1	4%
CC(C)(C)NC(=O)c1nc2ccccc2s1	-5%
O=C1CCC(=O)N1CNc1ccc(F)cc1	-10%
CCOC(=O)c1c(C)cc(C)n2c1nc1ccccc12	-11%
Cn1c(NCCCO)nc2c(c1=O)C1(CCCCC1)Cc1ccccc1-2	-2%
O=C(CN(C(=O)CNC(=O)c1ccco1)c1ccc(Cl)c(Cl)c1)NC1CCCCC1	0%
O=C(NCC1CCCO1)c1onc(CSc2ccc(F)cc2)c1C(=O)O (stereo not drawn)	-9%
COc1cc(/C=C2\C(=O)NC(=O)N(c3cc(C)cc(C)c3)C2=O)cc(OC)c1O	7%
O=[N+]([O-])c1cccnc1N1CCOCC1	4%

Given with values ahead of the structure: 4 of the compounds above.
mouse EphA4 binding	SMILES
-2%	Cn1c(NCCCO)nc2c(c1=O)C1(CCCCC1)Cc1ccccc1-2
-2%	O=C(NCC(=O)N(c1cccc(F)c1)C(C(=O)NCC1CCCO1)c1ccccc1)c1ccco1 (stereo not drawn)
-10%	O=C1CCC(=O)N1CNc1ccc(F)cc1
-8%	COCCNc1nc2c(c(=O)n(C)c(=O)n2C)n1Cc1cccc(C)c1

Continued:
Molecule	mouse EphA4 binding
N=c1c2c(-c3ccccc3)c(-c3ccccc3)oc2ncn1Cc1ccco1	-2%
Cn1c(SCc2c(Cl)cccc2Cl)nc(C(F)(F)F)cc1=O	-7%
Cc1cccc(-c2n[nH]c([N+](=O)[O-])n2)c1	-7%
Cn1c(SCc2ccccc2)nnc1-c1ccncc1	-33%
Cn1c(=O)[nH]c(=O)c2c1nc(NCc1ccccc1)n2CC(O)c1ccccc1 (stereo not drawn)	-6%
Cc1c(Cl)c([N+](=O)[O-])nn1Cc1ccc(C(=O)N/N=C\c2cccc(Br)c2)o1	-6%
Cc1cc(/C=C(/C#N)c2cccc(Cl)c2)c(C)n1C	-17%
CCc1ccc(OCC(=O)OCC(=O)c2ccc3c(c2)NC(=O)CO3)cc1	-38%
CCNC(=O)NC(=O)CSc1ccc(NC(C)=O)cc1	-5%
CC(=O)N1CCC2(CC1)C(C#N)=C(N)Oc1n[nH]c(CSc3ccc(C)cc3)c12	-2%
COC(=O)c1cc(Br)cc(NC(C)=O)c1	-7%
CC(C)CC(NC(=O)c1ccc(Cl)cc1)C(=O)O (stereo not drawn)	-7%
CCOC(=O)CSc1nnc(CNc2ccc(Cl)cc2)n1-c1ccccc1	5%
CCOC(=O)c1cnn(-c2ccccc2)c1NC(=O)CSc1nnc(-c2cccs2)n1CC	8%
CCCCN1C2CCCC1CC(NC(=O)c1ccc(OC)c(OC)c1)C2 (stereo not drawn)	-8%
CCOC(=O)c1cc2c(ccn2C)n1CC(=O)N1CCC(C)CC1	-11%
Cc1ccc(-c2nn3c(=O)cc(N4CCN(c5ccc(C(F)(F)F)cc5[N+](=O)[O-])CC4)nc3s2)cc1	-5%
CCN(c1cccc(C)c1)S(=O)(=O)c1ccc2c(c1)CCN2C(C)=O	-12%
COc1cc(C)c(CNC2CCCCC2)cc1C	5%
Cn1c(=O)cc(OCCCC(=O)Nc2ccccn2)c2ccccc21	-8%
COCCn1c(SCC(=O)Nc2cccc(C)c2)nnc1C(C)C	-3%
NC(=O)CN(c1ccc(F)cc1)S(=O)(=O)c1ccccc1	-3%
CC(C)CC(=O)Nc1cc(C(=O)O)cc(C(=O)O)c1	-14%
Cc1ccccc1NC(=O)N1CCCC(c2nc(-c3ccc(C(C)C)cc3)no2)C1 (stereo not drawn)	-13%
CCC(=O)N1CCc2cc(S(=O)(=O)CCC(=O)NCCC3=CCCCC3)ccc21	-8%
CC1CCCN(CCOCCOc2ccc(Cl)cc2Br)C1 (stereo not drawn)	-6%
Cc1ccc(-c2nc(CS(=O)CC(=O)NC3CCCC3)c(C)o2)cc1 (stereo not drawn)	6%
CCc1c(C)nc2ccc(Br)cc2c1Cl	-4%
COc1ccc(S(=O)(=O)N2CCC(C(=O)N3CCc4ccccc4C3)CC2)cc1	42%
O=C1/C(=C\c2ccc(Br)o2)SC(=Nc2ccccc2)N1c1ccccc1	10%

Four compounds from above, ordered by the value under mouse EphA4 binding, high to low.
Molecule	mouse EphA4 binding
Cc1ccc(C(=O)N(Cc2ccc3c(c2)OCO3)Cc2nc3ccccc3c(=O)[nH]2)cc1	4%
C[C@H](NC(=O)Cn1cncn1)c1ccccc1	-1%
Cn1c(SCc2c(Cl)cccc2Cl)nc(C(F)(F)F)cc1=O	-7%
O=C1CCC(=O)N1CNc1ccc(F)cc1	-10%

Following part:
Molecule	mouse EphA4 binding
O=C(c1cccc(Cl)c1)N1CCCC(C(=O)N2CCCCCC2)C1 (stereo not drawn)	2%
O=C(Nc1ccccc1C(=O)O)c1ncn[nH]1	-10%
Cc1ccc(C2CC(=O)C=C(O)C2)cc1 (stereo not drawn)	0%
CCOc1c(Br)cc(C(N)=O)cc1OC	4%
CC1=C(C)C(=O)N(c2ccc(C(=O)O)cc2)C1=O	-3%
Cc1ccc(S(=O)(=O)N2CCCC(C(=O)NCC3COCCO3)C2)cc1 (stereo not drawn)	-20%
Cc1cc2oc(=O)cc(C)c2cc1NC(=O)CCC(=O)O	-3%
CCOc1ccc(-c2nnc(NC(=O)CCCOc3cccc(C)c3)o2)cc1	2%
O=C1C/C(=C/NCc2ccccc2)C(=O)N1	-8%
CC1/C(=N/O)CC(c2ccccc2)NC1c1ccccc1 (stereo not drawn)	-6%
O=C(CSc1nc(-c2ccccc2)nc2ccccc12)Nc1nccs1	-17%
CCC(=O)Nc1nnc(C(C)(C)C)s1	-16%
O=C(O)C1C2C=CC3(CN(Cc4ccco4)C(=O)C13)O2 (stereo not drawn)	-4%
COC(=O)CN1C(=O)C(O)(CC(=O)c2ccc(Br)cc2)c2ccccc21 (stereo not drawn)	-12%
CCCCC(c1nnnn1CC1CCCO1)N1CCN(c2nc3ccccc3s2)CC1 (stereo not drawn)	-13%
CCOC(=O)c1cc2c(=O)n3ccccc3nc2n(C(C)C)c1=NC(=O)c1ccncc1	6%
Nc1nonc1-c1nc2ccccc2n1CC(=O)N1CCCCC1	-41%
COc1ccc(N2CCN(C(=O)c3ccc(OCc4c(C)noc4C)c(OC)c3)CC2)cc1	-4%
COCCOC(=O)C1=C(C)NC2=C(C(=O)CC(C)(C)C2)C1c1ccc(N(C)C)cc1 (stereo not drawn)	-6%
CCCCCC1CCC(c2ccc(C(N)=O)cc2)CC1 (stereo not drawn)	-6%
Cc1cccc(NC(=O)c2cc(-c3ccco3)nc3ccccc23)n1	-8%
CC[N+](CC)(CCO)CCCN1C(=O)C2CC=C(Cl)CC2C1=O (stereo not drawn)	0%
COc1ccc(N(CC(=O)Nc2cccc(OC)c2)S(=O)(=O)c2c(C)nn(C)c2C)cc1	-8%
COC(=O)CCC(NC(=O)OCc1ccccc1)C(=O)NC(CC(C)C)C(=O)OC (stereo not drawn)	-5%
C=CCN(C(=O)CCC(=O)Nc1cc(C)on1)C(C(=O)NC(C)(C)C)c1cccc(OC)c1OC (stereo not drawn)	-7%
CCCc1c(C)c2c(OCC(=O)O)cc(OCC(=O)O)cc2oc1=O	-9%
COCCN1Cc2cccc(C(=O)Nc3cccc(OC)c3)c2C1=O	-13%
COc1ccc(C(=O)CC(c2cccs2)S(=O)(=O)c2ccccc2)cc1 (stereo not drawn)	-6%
CSc1nnnn1-c1ccc(C(=O)O)cc1	-6%
CC(C)(C)NC(=O)COC(=O)c1cncc(Br)c1	-11%
CC1Cc2ccccc2N1C(=O)CN1C(=O)COc2ccccc21 (stereo not drawn)	-16%
Cc1ccc(SCc2[nH]nc3c2C2(C(=O)Nc4ccc([N+](=O)[O-])cc42)C(C#N)=C(N)O3)cc1 (stereo not drawn)	-2%
Cc1sc2nc(C3CCCCC3)nc(SCC(=O)N3CC(=O)Nc4ccccc43)c2c1C	-14%
COc1ccc(NC(=O)c2cc(-c3cccnc3)nc3c(C)c(C)ccc23)c(OC)c1	-6%
CCOc1ccc2nc(NC(=O)c3cccc(Cl)c3)sc2c1	-6%
Cc1nc(Nc2nc(O)cc(=O)[nH]2)nc2c(C)cccc12	-3%
Cc1cc(=O)oc(C)c1C(=O)Nc1cccc2ccccc12	-21%
Cc1n[nH]c(=O)n1-c1cccc(C(F)(F)F)c1	-14%
CCCN(CCC)CCNC(=O)C1CCN(Cc2nc(-c3ccc(Cl)cc3)oc2C)CC1	-4%
O=C1CC(C(F)(F)C(F)(F)C(F)(F)C(F)F)=Nc2ccccc2N1	-13%
Clc1cccc(Cl)c1CSc1nnc(/C=C/c2ccccc2)o1	1%
O=[N+]([O-])c1ccccc1/C=N/N1CCN(c2ccccn2)CC1	-3%
Cc1ccc(C)c(COc2ccc3c4c(c(=O)oc3c2C)CCC4)c1	-2%
CCOc1cc(N2CCOCC2)c(OCC)cc1NC1=NCCCCC1	3%
CCO/C=N/c1c(C#N)c(CC#N)nn1-c1ccccc1	-6%
CCCCC(=O)Nc1cc(NC(=O)CC)ccc1Cl	-4%
O=C(OC(C(=O)NCc1ccc2c(c1)OCO2)c1ccccc1F)c1ccco1 (stereo not drawn)	5%
Cc1noc(C)c1C(=O)OCC(=O)/C=C1\N(C)c2ccccc2C1(C)C	3%
CCOc1ccc(NS(=O)(=O)c2ccc3[nH]c(=O)oc3c2)cc1	-3%
Cc1cccc(OCC(=O)O/N=C(\N)Cc2ccc(Cl)cc2)c1	0%
CC(=O)OCCn1c(Br)nc2c1c(=O)[nH]c(=O)n2C	7%
COc1cc(OC)cc(C(=O)N2CCN(Cc3ccccc3C(F)(F)F)CC2)c1	5%
Cc1ccc(-n2nnc3c(=O)n(CC(=O)N4CCC(C)CC4)cnc32)cc1	-7%
CN1CCN(C(=O)c2ccc(COc3ccc(C(C)(C)C)cc3)o2)CC1	-11%
CCOC(=O)c1sc2nc3c(cc2c1N)COC(C)(CC)C3 (stereo not drawn)	2%
Cc1cc(C(=O)CSc2nc3ccccc3n2C)c(C)n1C	2%
Cc1ccc(C2C3=C(NCCN=C3c3ccccc3)C(=O)N2c2ccccc2)cc1 (stereo not drawn)	-2%
O=C(NCc1ccccc1Cl)c1ccc(Cn2cc(C(F)(F)F)ccc2=O)cc1	3%
O=C(COC(=O)c1ccc(S(=O)(=O)Nc2ccccc2)cc1)NCc1ccco1	-16%
O=C(NCc1ccccc1)c1cccc(COc2ccccc2Cl)c1	-4%

The list continues:
Molecule	mouse EphA4 binding
CCC(C)NC(=O)Nc1ccc2c(c1)N(C)C(=O)c1ccccc1S2 (stereo not drawn)	4%
CCOC(=O)CCCCC(=O)c1[nH]c(=O)[nH]c1CSc1nc(C)cc(C)n1	-2%
Cc1[nH]c2c(Cl)cccc2c(=O)c1CN(C)Cc1ccccc1	-5%
O=C(Nc1ccccc1Cl)c1ccn[nH]1	10%
COc1ccc(C(=O)CSc2nc(N)cc(=O)[nH]2)cc1[N+](=O)[O-]	-9%
C(=N\N1CCN(C2c3ccccc3-c3ccccc32)CC1)/c1cccs1	-1%
CN(C)/C=C1\N=C(c2cccs2)OC1=O	29%
O=C1CC(c2ccc(F)cc2)CC(O)=C1C=NCCN1CCN(C(=O)Nc2ccccc2)CC1 (stereo not drawn)	-13%
Cc1nn(Cc2c(Cl)cccc2Cl)c(C)c1C(=O)NCc1ccc(C)n1C	-6%
O=C(Nc1sc2c(c1C(=O)O)CCC2)c1ccco1	1%

Screening results as filed in PubChem.

These rows are one share of the data; rates above refer to the full screens.
